PAX8 inh HTS – inhibitors of PAX8-driven TPO luciferase reporter, primary screen, RMG-I cells, single concentration; SteadyGlo, 24 h; inhibition, % at 12.6 µM; hit rate 1.2% among 360,000;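 active = mean replicate inhibition at least 60% with every replicate also reaching 60%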;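 also: luciferase light reporting Pax8 driven TPO promoter activity; plate controls were median of neutral control wells for no effect and mitoxantrone controls for full effect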
PGC1a acetyl inh – inhibitors of PGC1a acetylation signal, primary screen, cell-based, U2OS, AlphaScreen, inhibitor mode | AlphaScreen anti-acetyl-lysine; with virally co-expressed GCN5 acetyltransferase | inhibition, % at 15.6 µM | hit rate 0.17% among 350,000 | AID 651687, 2012;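 active = every replicate shows inhibition of at least 40%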;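 also: 0% = neutral control wells and 100% = positive control wells; some results beyond the cut were filed as inactive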
Statin myotox sup – suppressors of statin myotoxicity in C2C12 myotubes, primary screen, cell-based, single point, plate reader | C2C12 myotubes + simvastatin, ATP luminescence, 48 h; scaled: DMSO 0, geranylgeraniol control 100 | rescue of ATP level, % at 7.49 µM | hit rate 0.78% among 330,000 | AID 602340, 2012;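 active = mean ATP rescue above about 67%, or every replicate alone reaching that limit, limit read from the data, passing the limit was not always enough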;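 also: myotubes were challenged with 10 µM simvastatin during compound exposure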
PglD DTNB – C. jejuni PglD acetyltransferase inhibitors, primary screen, biochemical, DTNB colorimetric, single point; AID 602405, 2012; purified PglD enzyme, DTNB colorimetric CoA detection; UDP-N-acetylbacillosamine N-acetyltransferase PglD (Campylobacter jejuni); hit rate 0.098% among 360,000; inhibition, % at 12.5 µM; in the data active = inhibition above about 16%, passing the limit was not always enough; also: strong numbers were not always called active
ARNT-TACC3 inh – disruptors of ARNT/TACC3 protein interaction, primary screen, biochemical, AlphaScreen, single concentration; AlphaScreen His-ARNT PAS-B/GST-TACC3 binding, luminescence; TACC3 fragment carries E629A point mutation; Transforming acidic coiled-coil-containing protein 3 (Homo sapiens), Q9Y6A5; inhibition, % at 9.99 µM; hit rate 0.66% among 390,000;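 active = mean inhibition of replicates at least 50% and at least half of replicates each reaching 50%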;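 also: 0% = complete ARNT plus TACC3 wells and 100% = ARNT alone without TACC3; many hits fall short of the cut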
Cneo AK release – Cryptococcus neoformans cell lysis inducers, primary screen, AK release luminescence, single concentration | hit rate 0.2% among 360,000 | lysis activity, % at 15 µM | C. neoformans lysis, adenylate kinase release luminescence, 4 h; normalised: neutral wells 0, clomiphene wells 100 | AID 651654, 2012;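 active = mean lysis activity across replicates of at least 80%, whatever share of replicates individually reach that level; inactive = mean lysis activity below 80%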
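Assay system: log-phase C. neoformans yeast / Quantity: yeast cell density of 5 × 10^6 cells/mL / Medium: fresh YPD growth medium / Compound: single dose / Timing: static 4 h at 37 °C with compound, 1 h detection / Measured by: adenylate kinase release luminescence / Read-out: lysis from increased AK signal / Benchmarks: Clomiphene as positive lysis control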
GSIS activator – GLuc luminescence reporter in INS-1E cells, primary screen for activators of glucose-dependent secretion of insulin; INS-1E GLuc reporter insulin secretion, 2-3 h; activation, % at 16.6 µM; hit rate 0.61% among 370,000;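 active = lowest replicate activation of at least 40%, so every replicate reaches that level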;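 also: 0% = median of neutral control wells and 100% = median of IBMX positive control wells; some compounds called inactive have numbers as strong as hits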
LGR2 antag – inhibitors of bursicon-induced LGR2 CRE-luciferase signal, primary screen, cell-based, HEK293, CRE-luciferase reporter, bursicon stimulation. bursicon-stimulated, 4 h. inhibition, % at 9.99 µM. hit rate 0.35% among 380,000. AID 720647, 2013;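 active = drop in luminescence signal, shown as inhibition above about 50% in the replicate tests, limit read from the data, passing the limit was not always enough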;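 also: agonist challenge used bursicon conditioned medium at about half maximal strength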
Starred values were filed as active, the others as inactive; . = not tested or not shown; & = joins results of further samples.

SMILES	PAX8 inh HTS	PGC1a acetyl inh	Statin myotox sup	PglD DTNB	ARNT-TACC3 inh	Cneo AK release	GSIS activator	LGR2 antag
CCCOc1cccc(CN2CCCCC2c2cccnc2)c1 (stereo not given)	.	-1	8	2	-2	-1	.	.
O=C(CCc1nc(-c2ccc(F)cc2)no1)NCc1ccccc1CN1CCOCC1	.	6	7	-1	0	0	7	-9
COc1ccc(C(=O)C=Cc2cccs2)c(O)c1	-159	-3	4	-6	.	-3	-20	-42
CCSCCc1nnc(NC(=O)Nc2cccc(C(F)(F)F)c2)s1	106*	.	.	.	-1	.	-1	28
COc1ccc(/C=C/C(=O)OCC(=O)NC(=O)NC(C)(C)C)cc1	0	-5	.	.	1	.	-7	5
CCOc1c2ccc(C(=O)N[C@H](C)C3CCCCC3)cc2nn1CC	-32	-7	15	1	2	-3	-4	11
CC(C)NC(=O)N(C)C[C@@H]1Oc2ccc(NS(=O)(=O)c3ccccc3)cc2CC(=O)N([C@H](C)CO)C[C@@H]1C	2	29	1	0	3	-2	10	15
COc1ccc(OC)c(NC(=O)C2(C)CCN2Cc2ccc(SC)cc2)c1 (stereo not given)	-2	.	3	1	.	-1	-1	-14
CCOC(=O)c1c(NC(C)=O)sc2c(OCC(O)CN(CC)CC)c(Br)ccc12 (stereo not given)	-12	-39	-3	0	11	1	24	14
N=c1n(N)c2ccccc2n1CC(=O)c1ccc(Br)cc1	-118	.	-18	2	-1	4	0	-1
CCOc1ccc(C(C)=O)cc1NC(=O)/C=C\C(=O)O	-17	1	-2	0	-1	7	20	22
C[C@@H]1CN([C@H](C)CO)C(=O)Cc2cc(NC(=O)C3CCCCC3)ccc2O[C@@H]1CN(C)C	-2	1	-4	-2	-6	-7	3	-8
COc1ccc(NC(=O)Nc2cccc3c2O[C@H](CN(C)S(=O)(=O)c2ccc(F)cc2)[C@H](C)CN([C@@H](C)CO)C3=O)cc1	-14	3	6	1	1	12	-11	-4
Cc1noc(C)c1NC(=O)N[C@@H]1C=C[C@@H](CC(=O)N2CCN(C)CC2)O[C@H]1CO	0	3	-6	1	-11	3	-1	16
CCOc1ccc(S(=O)(=O)N2CCN(C(=O)CN3C(=O)NC4(CCCC4)C3=O)CC2)cc1	-6	.	.	.	-16	.	2	10
C[C@@H]1CN([C@@H](C)CO)C(=O)Cc2cc(NC(=O)C3CCCCC3)ccc2O[C@@H]1CN(C)C(=O)Nc1ccc(C(F)(F)F)cc1	.	2	-32	1	6	3	-19	-9
C[C@H]1CN=C(N(C)C)N1CCCCc1ccccc1	-9	5	-18	0	-3	1	16	8
C[C@@H]1CN([C@H](C)CO)C(=O)c2cc(NS(=O)(=O)c3ccc(F)cc3)ccc2O[C@@H]1CN(C)Cc1ccc(Cl)c(Cl)c1	40	.	16	-2	5	2	-24&-19	0&-4
C=CCNC(=S)NN=C1CCC(c2ccccc2)CC1 (stereo not given)	0	9	6	3	-1	1	5	-5
CCOC(=O)N1CCC(N(C(=O)Nc2ccc(CC)cc2)C(C)CC)CC1 (stereo not given)	.	2	-33	-6	-9	1	.	.
COCC(=O)Nc1ccc2c(c1)[C@@H]1C[C@H](CC(=O)NC3CCCCC3)O[C@@H](CO)[C@@H]1O2	-4	-4	0	-4	-4	64	-1	-8
C/C=C/c1ccc2c(c1)O[C@H](CN(C)C(=O)CC1CC1)[C@H](C)CN([C@@H](C)CO)S2(=O)=O	.	10	-1	-2	-1	-2	-3	-15
CC(=O)OCC(=O)Nc1ccccc1OC(F)F	1	17	.	.	-1	.	-7	2
COc1ccc(N(CC(=O)NC2CCCCCC2)S(=O)(=O)c2c(C)nn(C)c2C)cc1	-3	-5	-11	-7	-2	.	-4	-4
CC(=O)C1C(=O)C=C(c2ccco2)CC1c1ccccc1 (stereo not given)	2	-15	.	0	7	1	.	.

Two entries drawn at random from the list so far, as already listed:
SMILES	PAX8 inh HTS	PGC1a acetyl inh	Statin myotox sup	PglD DTNB	ARNT-TACC3 inh	Cneo AK release	GSIS activator	LGR2 antag
CC(=O)C1C(=O)C=C(c2ccco2)CC1c1ccccc1 (stereo not given)	2	-15	.	0	7	1	.	.
CCCOc1cccc(CN2CCCCC2c2cccnc2)c1 (stereo not given)	.	-1	8	2	-2	-1	.	.

The results go on.
SMILES	PAX8 inh HTS	PGC1a acetyl inh	Statin myotox sup	PglD DTNB	ARNT-TACC3 inh	Cneo AK release	GSIS activator	LGR2 antag
COc1ccc(C(=O)OCC(=O)NC23CC4CC(CC(C4)C2)C3)c(OC)c1OC	17	9	-5	-3	-1	0	-65	-6
COC(=O)c1c(NC(=O)C2CC(=O)NN2Cc2ccccc2)sc(C)c1C (stereo not given)	.	.	39	-1	0	-9	.	.
C/C(=N\NC(=S)Nc1ccc(C)c(C)c1)c1ccc(N2CCOCC2)cc1	-4	.	.	.	3	.	8	-7
COc1cccc(/C=N/n2c(N)c(S(=O)(=O)c3cccs3)c3nc4ccccc4nc32)c1	-10	-4	-5	-4	-4	2	.	.
O=C(C1CCCO1)N1CCN(C(=S)Nc2ccc(Cl)cc2)CC1 (stereo not given)	5	-1	3	-2	-7	0	-7	10
Cc1ccc(C(C[N+](=O)[O-])c2c(C)[nH]n(-c3ccccc3)c2=O)cc1 (stereo not given)	7	.	.	2	51*	-3	18	-2
O=C(NNc1nc2cc3c(cc2s1)OCO3)c1ccc(F)cc1	-14	-19	-27	-2	-1	-2	-6	-31
O=C1SC(Cc2ccccc2)C(=O)N1c1ccccc1 (stereo not given)	20	13	12	6	.	6	.	-3
O=C(NCc1nc2ccccc2[nH]1)C1=C[C@H](C2CCCCC2)C[C@H](OCCCCO)O1	10&-3	0&-8	-38	-1&-4	-4&2	3&0	1	-12
CC1(C)CC(NC(=O)C(=O)NCCc2ccc(Cl)cc2)CC(C)(C)N1	12	.	.	.	-13	.	21	0
O=C(CN1CCCCCC1)Nc1ccccc1	14	13	8	.	1	.	1	12
Cc1noc(C)c1NC(=O)Nc1ccc2c(c1)C(=O)N([C@H](C)CO)C[C@H](C)[C@H](CN(C)Cc1ccc(C(F)(F)F)cc1)OCCCC[C@@H](C)O2	-31	1	.	2	-3	0	-1	0
COc1ccc(C2=NS(=O)(=O)N(C)C(C(=O)N(C)Cc3ccccc3)=C2)cc1	1	-7	34	-3	23	-2	-13	24
Cc1ccc([N+](=O)[O-])cc1NC(=O)C(C)Sc1nnc(C)n1CC1CCCO1 (stereo not given)	6	7	6	0	-6	1	8	-3
Cc1ccc(C)c(S(=O)(=O)Nc2ccc(C(=O)N3CCOCC3)cc2)c1	1	-1	8	1	.	1	.	4
CCN(CC(=O)Nc1ccccc1OC)C(=O)/C=C/c1cccs1	-14	-5	10	-1	-4	.	-3	-6
COc1ccc(CCN2CC(C(=O)NC3CCCCC3)CC2=O)cc1OC (stereo not given)	-20	-3	.	0	-10	0	-9	0
OC[C@@H]1CN(CCc2ccccc2)C[C@H](n2cnc3c(NCc4ccc(F)cc4)ncnc32)O1	22	3	-2	-4	.	0	.	-9
C[C@H](CO)N1C[C@H](C)[C@@H](CN(C)Cc2ccc(Cl)c(Cl)c2)Oc2c(NS(=O)(=O)c3ccc(Cl)cc3)cccc2C1=O	-15	-22	22	-2	2	-1	-7	-1
O=C(C[C@H]1CC[C@H]2[C@@H](COC[C@H](O)CN2C(=O)c2ccc(F)cc2)O1)N1CCOCC1	-4	4	1	4	-7	1	16	-7
COc1ccc(-c2cc(C(F)(F)F)n3ncc(C(=O)NCC4CCCO4)c3n2)cc1 (stereo not given)	.	4	-17	7	27	0	.	.
Cc1cc(C(=O)COC(=O)c2ccc[nH]c2=O)c(C)n1-c1ccccc1	-35	-9	.	4	.	-10	.	.
COc1ccc(N(C(=O)CNC(=O)c2cccs2)C(C(=O)NCC2CCCO2)c2ccccc2)cc1 (stereo not given)	7	-6	3	11	-10	5	-23	-10
CNC(=O)C[C@H]1CC[C@H]2[C@@H](COC[C@H](O)CN2C(=O)Nc2ccc3c(c2)OCO3)O1	.	1	10	-3	2	40	9	7
Cc1ccccc1NC(=S)N/N=C/C(C)c1ccccc1 (stereo not given)	0	.	14	1	-6	1	13	.
Other records follow:
SMILES	PAX8 inh HTS	PGC1a acetyl inh	Statin myotox sup	PglD DTNB	ARNT-TACC3 inh	Cneo AK release	GSIS activator	LGR2 antag
C[C@@H]1CN([C@H](C)CO)C(=O)c2cccc(NC(=O)C3CCCCC3)c2O[C@@H]1CN(C)Cc1ccc(Oc2ccccc2)cc1	.	5	-44	2	4	0	-8	9
C[C@@H]1CCCCO[C@@H](CN(C)CC2CCCCC2)[C@@H](C)CN([C@H](C)CO)C(=O)c2cc(NC(=O)Cc3ccccc3)ccc2O1	-24	3	.	1	-11	1	0	-9
O=S(=O)(Nc1ccc2c(c1)OCCO2)c1cccc2nsnc12	.	4	.	.	-3	.	-10	5
COc1ccc(NC(=O)C2CCN(S(=O)(=O)c3cccs3)CC2)cc1OC	15	-2	-9	5	7	2	3	19
O=S(=O)(c1ccccc1)N1CCCCN2[C@H](C1)[C@@H](c1ccc(C#CC3CCCC3)cc1)[C@@H]2CO	-6	-12	-7	-4	-6	8	0	27
C[C@@H]1CN([C@H](C)CO)C(=O)c2cc(NS(=O)(=O)c3ccccc3)ccc2O[C@H]1CN(C)S(=O)(=O)c1ccc(F)cc1	-7	8	-17	.	.	.	-2	7
CCN(CC)C(=O)[C@H]1CC(CC(=O)NCCC2=CCCCC2)C(=O)N2CCc3c([nH]c4ccccc34)[C@]12C (stereo not given in full)	21	.	1	2	-6	0	-26	41
Cc1cc(C)nc(NC(=O)c2ccc(C)o2)n1	1	2	7	-3	-1	2	-5	-21
C=CCn1ccc(=NC=C(C#N)C#N)c2ccccc21	8	-5	.	-7	-14	7	-1	-17
O=c1c2c3c(sc2nc2n1CCCC2)CCCCC3	.	-7	.	1	-2	-17	-4	-65
CC(C)C(=O)N(c1ccc2oc(=O)sc2c1)S(=O)(=O)c1ccccc1	.	-5	106*	9	3	4	-3	10
C/C=C/c1ccc([C@H]2[C@@H](CO)N3C(=O)CN(Cc4ccc(C(=O)OC)cc4)C[C@H]23)cc1	12	5	.	.	.	.	-2	5
CC(=O)c1ccc(NC(=O)CNC2CCCCC2)cc1	-1	-1	-4	-7	7	0	-11	-2
Cc1ccc(-n2c(C)cc(/C([O-])=C(/C(=S)Nc3ccc(F)c(Cl)c3)[n+]3ccccc3)c2C)cc1	.	-2	-11	0	-4	2	.	.
O=C(NC1CCCCC1)NC1CCN(CC(=O)N2CCOCC2)CC1	9	-9	12	-6	-9	0	.	.
O=C(Nc1ccccc1)N1C[C@@H]2[C@H](c3ccccc31)[C@@H](CO)N2C(=O)c1cccnc1	-65	7	-7	1	7	-3	-5	7
O=C(NCc1ccc(Cl)cc1)c1cc(=O)[nH]c2ccc(S(=O)(=O)N3CCOCC3)cc12	18	6	-6	5	0	-5	55*	-8
S=C(NCc1cccs1)Nc1ccccc1	8	.	.	.	0	.	-4	13
CCOc1ccc(/C=C/C(=O)N(CC)CC(=O)Nc2ccc3c(c2)OCCO3)cc1OC	5	4	-5	0	-7	-2	5	10
Cc1ccc(/C=C/C2=NN(Cc3ccccc3Cl)C(=O)CC2)cc1	.	-19	-39	-4	4	-2	.	.
COc1ccc(OC)c(CN2CCC(C(=O)N(C)CCc3ccc(OC)c(OC)c3)CC2)c1	-17	.	.	.	0	.	13	-66
NC(=O)C1=C[C@@H](c2ccc(C(F)(F)F)cc2)C[C@@H](OCc2ccc(CO)cc2)O1	9	.	-8	-3	1	7	-13	26

Screening data deposited in PubChem by Broad Institute.
